Compound activity from PubChem BioAssay.
KOR beta-arrestin-1 – KOR agonists, beta-arrestin recruitment, primary screen, cell-based, luminescence, uHTS (AID 1777); activation, % at 10 µM; hits with a dose series show EC50 in µM; 280,000 compounds, 0.02% hits; Kappa-type opioid receptor (Homo sapiens); KOR beta-arrestin recruitment, luminescence; higher % means a stronger effect; in the data active means activation above about 50%, passing the limit was not always enough; further: a part of the inactive calls stands beside numbers as strong as those of hits
NOD1 NF-kB reporter – NOD1 signaling inhibitors, primary screen, cell-based, luminescence, uHTS (AID 1578). inhibition, % at 4 µM, or EC50 in µM where a hit was titrated. 290,000 compounds, 1% hits. NOD1-driven NF-kB luciferase reporter cells, luminescence; higher % means a stronger effect; in the data active means inhibition mostly above about 36%, no sharp cut-off; inactive means mostly below about 34%;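 further: HEK-293T reporter cells stimulated with the NOD1 agonist gamma-tri-DAP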
KOR beta-arrestin-2 – KOR antagonists, beta-arrestin recruitment, cell-based, luminescence, uHTS (AID 1778); Kappa-type opioid receptor (Homo sapiens); 290,000 compounds, 0.091% hits; inhibition, % at 10 µM, or IC50 in µM where a hit was titrated; KOR beta-arrestin recruitment, luminescence, antagonist mode; higher % means a stronger effect; in the data active means inhibition above about 50%; further: strong numbers were not always called active
GPR55 LPI antagonism – GPR55 antagonists blocking LPI-driven arrestin recruitment, primary screen, imaging, U2OS, beta-arrestin-GFP, LPI agonist (AID 2013); U2OS GPR55 beta-arrestin-GFP translocation imaging, LPI antagonism; higher % means a stronger effect; G-protein coupled receptor 55 (Homo sapiens); 290,000 compounds, 0.13% hits; inhibition, % at 10 µM; hits with a dose series show IC50 in µM;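 active means spots per cell inhibited over 60%, with over 100 cells counted and total cytoplasm intensity under 500,000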;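 further: U2OS cells stably carrying GPR55 and arrestin-GFP stimulated by 5 µM LPI near EC80; imaged beta-arrestin-GFP aggregate spots per cell after agonist stimulation; plate controls were LPI-stimulated DMSO wells for no effect and DMSO wells without LPI for full effect; some results filed as inactive read as strong as hits; confirmed hits need IC50 under 10 µM and bright autofluorescent wells are also inconclusive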
GPR35 antagonists – GPR35 antagonists blocking zaprinast-driven arrestin recruitment, primary screen, imaging, U2OS, beta-arrestin-GFP, zaprinast agonist (AID 2058); one-dose inhibition, % at 10 µM; IC50 in µM for titrated hits; U2OS GPR35 beta-arrestin-GFP translocation imaging, zaprinast antagonism; higher % means a stronger effect; 290,000 compounds, 0.052% hits; G-protein coupled receptor 35 (Homo sapiens);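 active means inhibition of at least 50% with at least 30 cells and total cytoplasm GFP at most 10,000,000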
NTR1 ag – agonists of NTR1, primary screen, imaging, U2OS cells, beta-arrestin-GFP, high content (AID 493036) | 330,000 compounds, 0.17% hits | activation, % at 20 µM | Neurotensin receptor type 1 (Homo sapiens), P30989 | NTR1-U2OS beta-arrestin-GFP spot imaging, agonist mode;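 active means activation at or above 40% of the spot to cytoplasm intensity ratio, with at least 20 cells analyzed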;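 further: 0% = DMSO without peptide and 100% = 100 nM NTR1 peptide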
Target sequence (P30989 whole entry, looked up): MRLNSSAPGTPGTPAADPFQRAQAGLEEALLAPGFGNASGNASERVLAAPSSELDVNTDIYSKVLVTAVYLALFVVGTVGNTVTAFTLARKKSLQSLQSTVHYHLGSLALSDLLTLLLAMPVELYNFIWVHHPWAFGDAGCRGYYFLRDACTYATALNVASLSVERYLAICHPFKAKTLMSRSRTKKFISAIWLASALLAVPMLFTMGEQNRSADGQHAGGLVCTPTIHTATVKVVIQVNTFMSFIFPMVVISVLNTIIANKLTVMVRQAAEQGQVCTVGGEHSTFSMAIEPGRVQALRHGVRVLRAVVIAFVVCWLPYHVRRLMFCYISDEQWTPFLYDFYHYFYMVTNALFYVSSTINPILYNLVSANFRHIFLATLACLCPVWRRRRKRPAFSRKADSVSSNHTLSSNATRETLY
Rac1 GTP hydrolysis – MgcRacGAP GTPase-activating activity inhibitors, confirmation, biochemical, ADP Hunter fluorescence; Rac GTPase-activating protein 1 (Homo sapiens); MgcRacGAP-stimulated Rac1 GTP hydrolysis, ADP Hunter fluorescence; higher % means a stronger effect; GST-tagged Rac1 F28L mutant substrate; one-dose inhibition, % at 30 µM; IC50 in µM for titrated hits; 340,000 compounds, 0.6% hits; AID 624330, 2012;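 active means first-screen hits whose inhibition reached a set limit at any dose in the follow-up dose series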;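 further: fluorescence reports GDP produced by GAP-driven GTP hydrolysis; strong numbers were not always called active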
GPR55 activation – GPR55 agonists via beta-arrestin recruitment, primary screen, imaging, U2OS cells, beta-arrestin-GFP redistribution (AID 1961) | U2OS GPR55 beta-arrestin-GFP redistribution imaging; higher % means a stronger effect | activation, % at 10 µM; hits with a dose series show EC50 in µM | 290,000 compounds, 0.048% hits;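 active means activation above 40% with more than 50 cells counted in the well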;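 further: U2OS osteosarcoma cells stably expressing GPR55 and beta-arrestin-GFP; plate controls were DMSO negative control for no effect and LPI positive control for full effect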
K1F lysis inhibition – inhibition of K1F phage lysis, E. coli UTI89, bacterial capsule biogenesis inhibitors, alamar blue (AID 488966). E. coli UTI89 K1F phage lysis, alamar blue, 2 h; higher % means a stronger effect. inhibition, % at 100 µM; hits with a dose series show IC50 in µM. 340,000 compounds, 0.02% hits;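 active means phage lysis inhibition, versus mean bacterial control, above a set limit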;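 further: capsule biogenesis inhibitors block K1F phage lysis so surviving cells raise fluorescence; higher fluorescence means more inhibition of phage lysis; actives were called in the ten point dose series up to 300 µM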
NTR1 ag cell count 20 µM – further read-out of NTR1 ag, marked with its call; cell count; measured here: cell count, cytotoxicity flag
Starred values were filed as active, the others as inactive; / = not tested or not shown; [ ] = remark or other dose. Some of the compounds tested. The share of hits here may be higher or lower than overall.

entry	SMILES	NTR1 ag	GPR55 activation	GPR55 LPI antagonism	KOR beta-arrestin-1	K1F lysis inhibition	NTR1 ag cell count 20 µM	Rac1 GTP hydrolysis	NOD1 NF-kB reporter	GPR35 antagonists	KOR beta-arrestin-2
1	CCC(c1ccccc1)c1nnc(NC(=O)c2ccco2)s1 (stereo not drawn)	-0.7	-0.2%	9.8%	3.2%	/	32	/	-1.4%	8.0%	-14.4%
2	O=C(NCCCN1CCCC1)c1ccc(CS(=O)(=O)c2ccc(Br)cc2)o1	1.6	-0.1%	6.8%	-4.2%	0.4%	54	-9.5%	-17.1%	3.5%	7.6%
3	COc1ccc([N+](=O)[O-])cc1NC(=O)COC(=O)c1ccccc1C(=O)c1ccccc1	1.6	-0.2%	8.7%	-5.5%	0.3%	39	-0.4%	-5.3%	7.8%	24.5%
4	Cc1ccc2[nH]c(=O)c(C(c3nnnn3CC3CCCO3)N3CCCc4ccccc43)cc2c1 (stereo not drawn)	0.7	-0.1%	-6.1%	-6.2%	0.2%	68	5.8%	-1.5%	-15.3%	24.7%
5	O=C1NC(=S)N/C1=C/c1cccc([N+](=O)[O-])c1	-1.8	-0.3%	-4.5%	-1.5%	1.0%	97	11.0%	-23.7%	-0.2%	-0.7%
6	Cc1[nH]c(C)c(S(=O)(=O)NCCc2ccc(S(N)(=O)=O)cc2)c1C(=O)N1CCCC1	1.2	0.0%	3.7%	-0.8%	0.0%	66	5.1%	-20.5%	6.6%	-11.5%
7	Cc1ccc(CNC(=O)CCC(=O)n2ncc3cc(C)ccc32)cc1	0.6	0.0%	-8.3%	-1.5%	-0.3%	99	3.9%	-6.1%	-1.2%	15.7%[20 µM]
8	CCn1c(=O)c(C(=O)CN2CCN(Cc3ccc4c(c3)OCO4)CC2)c(N)n(Cc2ccccc2)c1=O	-1.3	-0.5%	8.4%	-2.0%	1.1%	88	10.2%	-24.3%	0.7%	-26.0%
9	COc1ccc(N(CC(=O)Nc2cccnc2)S(=O)(=O)c2ccccc2)cc1Cl	1.0	0.0%	4.4%	4.7%	-0.2%	45	5.1%	-44.9%	-5.4%	0.2%
10	C=CC#CC1(O)CC(C)N(C)CC1C (stereo not drawn)	0.1	-0.8%	-15.0%	3.5%	0.1%	52	2.4%	-39.0%	-0.3%	-2.4%
11	O=C(CN(Cc1ccccc1)S(=O)(=O)c1ccc(S(=O)(=O)N2CCOCC2)cc1)Nc1ccccc1	1.6	-0.3%	8.8%	2.7%	0.9%[50 µM]	66	3.5%	0.0%	-0.8%	13.8%
12	CC1=NN(C(N)=S)C(=O)C1N=Nc1ccccc1O (stereo not drawn)	-1.2	0.3%	3.2%	5.9%	-0.4%	55	-0.9%	49.4%	-8.4%	-32.7%[20 µM]
13	CC(=O)N1/C(=C/c2ccc(N(C)C)cc2)C(=O)c2ccccc21	/	-0.3%	-2.8%	-1.9%	-0.2%	/	10.6%	18.2%	1.3%	-70.1%
14	COC(=O)c1ccc(NN=Nc2ccc(C)cc2)cc1	-0.6	-0.2%	3.0%	1.1%	0.0%	74	5.6%	-34.7%	10.1%	25.5%
15	CCCC(=O)N1CCN(c2ccc(NC(=O)c3ccc(OCC)c([N+](=O)[O-])c3)cc2)CC1	-0.3	0.3%	-15.2%	2.7%	0.1%	49	12.7%	10.1%	-5.3%	-16.3%
16	Cc1nn(CC(=O)Nc2nnc(CC(=O)N3CCCC3)s2)c(=O)c2ccccc12	2.2	-0.2%	2.3%	-1.9%	2.5%	48	2.8%	-2.6%	-8.3%	-15.7%
17	O=C(CCCOc1ccc(Cl)cc1Cl)NCCc1nnc2ccccn12	1.0	-0.2%	-6.9%	1.7%	0.3%	54	2.9%	-18.2%	-15.0%	-29.7%
18	Cc1ccc(OC(=O)c2ccc(Br)o2)cc1	-1.0	-0.3%	17.9%	5.7%	1.2%[50 µM]	51	2.9%	/	13.4%	-10.9%
19	CCCN(CCC)C(=S)NC(=O)c1ccc(Cl)cc1Cl	1.4	0.4%	-2.0%	4.6%	5.2%	87	-3.1%	3.2%	5.5%	-38.0%
20	CCN1CCCc2cc(CN(CCN3CCOCC3)C(=S)Nc3cccc(OC)c3)ccc21	1.0	-0.3%	12.2%	-1.2%	0.1%	59	3.9%	4.4%	-5.5%	7.0%
21	COc1ccc(-c2c(C#N)c(SCc3c(C)noc3C)nc3c2C(=O)CC(C)(C)C3)cc1	0.4	-0.2%	-2.8%	-0.8%	0.1%	82	11.9%	-2.3%	0.9%	-6.9%
22	C1CN(c2nc3nonc3nc2N2CCSCC2)CCO1	0.3	0.3%	-4.6%	-1.9%	0.8%	69	11.3%	-3.6%	-0.1%	23.3%
23	Cc1c(CC(=O)O)c(=O)oc2c(C)c(OCc3ccc(F)cc3Cl)ccc12	0.1	0.0%	-8.3%	0.8%	0.1%	116	-2.4%	-3.4%	-5.8%	1.4%
24	CS(=O)(=O)N1CCc2cc(C(=O)Nc3ccc(Cl)cc3)ccc21	0.5	-0.1%	-4.5%	-4.4%	0.4%	49	2.0%	-24.4%	12.0%	-10.9%[20 µM]
25	COc1ccc(C(=O)NN2CC(O)=C(c3nc4ccccc4n3C)C2=N)cc1OC	3.1	-0.4%	21.3%	-1.4%	1.2%	54	5.2%	-26.1%	-10.5%	-13.1%
26	Cc1ccc(-n2nc3cc(Cl)c(NC(=O)c4ccco4)cc3n2)cc1	4.4	0.1%	3.3%	-3.2%	0.3%	83	2.8%	-76.1%	7.8%	-42.9%
27	Cc1ccc(/C=N/NC(=O)c2nnn(-c3nonc3N)c2-c2ccc3c(c2)OCO3)s1	5.3	-0.2%	-1.8%	0.7%	0.3%	55	11.8%	-20.7%	16.2%	-23.1%
28	CC1CCCN(c2nc3c(c(=O)[nH]c(=O)n3C)n2CCCc2ccccc2)C1 (stereo not drawn)	9.8	-0.1%	1.5%	16.8%	-0.7%	56	6.5%	/	-12.5%	10.2%
29	COc1ccc(C2C(C(=O)c3ccco3)=C(O)C(=O)N2CC2CCCO2)cc1OC (stereo not drawn)	-0.1	-0.1%	0.0%	9.0%	0.9%	52	6.3%	-11.8%	-0.8%	-2.2%
30	CCc1ccc(NC(=O)c2c(Cl)nc(C)c(Cl)c2C)cc1	1.5	0.2%	-4.7%	8.3%	-0.4%	57	-8.4%	-8.2%	8.6%	-11.6%

Following part
entry	SMILES	NTR1 ag	GPR55 activation	GPR55 LPI antagonism	KOR beta-arrestin-1	K1F lysis inhibition	NTR1 ag cell count 20 µM	Rac1 GTP hydrolysis	NOD1 NF-kB reporter	GPR35 antagonists	KOR beta-arrestin-2
31	CCN(CC)S(=O)(=O)c1ccc(C(=O)NCC(c2cccs2)N2CCOCC2)cc1 (stereo not drawn)	0.3	-0.2%	6.2%	2.7%	0.0%	33	3.6%	-18.1%	-1.2%	19.0%
32	NC(=O)CSc1nnc(-c2ccc(S(=O)(=O)N3CCCC3)cc2)n1CC1CCCO1 (stereo not drawn)	2.3	0.2%	-4.2%	17.8%	4.0%	47	8.5%	-6.8%	2.7%	-13.2%
33	CN1CCN(Cc2coc3c(Cl)cc(Cl)cc3c2=O)CC1	-0.7	0.5%	1.2%	-5.8%	3.6%	48	79µM*	-23.7%	3.2%	-9.9%[20 µM]
34	COC(=O)N/N=C/c1c(C)nn(-c2cccc(Cl)c2)c1Cl	1.0	-0.1%	-0.5%	0.7%	-0.3%	55	2.9%	14.3%	8.1%	-63.6%
35	CCn1nc(C)c(/C=N/NC(=O)Cn2cncn2)c1C	0.0	-0.3%	-0.3%	9.3%	/	51	/	4.1%	-5.5%	-61.9%
36	CC1(C)CC(=NO)CC(C)(C)N1	-0.5	-1.0%	0.5%	25.3%	0.1%	52	9.4%	-29.6%	3.1%	-5.8%
37	N#Cc1nc(-c2ccco2)oc1N1CCC(C(N)=O)CC1	-0.2	0.2%	13.7%	-1.1%	1.2%	35	12.2%	7.6%	12.0%	-60.8%
38	N#Cc1nc(-c2ccc(OCc3ccccc3)cc2)oc1N1CCOCC1	1.2	-0.1%	10.0%	/	0.8%	52	3.9%	-15.6%	-6.1%	-4.9%
39	COC(C[C@H]1O[C@@H]1[C@H](O)COCc1ccccc1)OC	1.0	-0.1%	-3.3%	2.6%	1.2%	57	6.6%	6.2%	-13.6%	9.1%
40	CC(=O)Nc1ccc(NC(=O)CSc2nc3nc(-c4cccs4)cc(C(F)(F)F)c3c(=O)[nH]2)cc1	3.2	0.0%	9.2%	1.5%	0.0%	52	15.1%	-6.3%	-2.4%	14.6%
41	CCc1ccc(OCC(=O)NC2CC(C)(C)NC(C)(C)C2)cc1	-1.1	0.0%	3.4%	/	0.1%	46	5.1%	-18.2%	7.9%	-9.8%[20 µM]
42	C=CCc1ccccc1OCC(=O)NNC(=S)NCc1ccccc1	3.1	-0.2%	-11.5%	2.0%	-1.5%[50 µM]	52	5.7%	33.6%	3.6%	-7.8%
43	CCN(CC)S(=O)(=O)c1cccc(-c2nnc(SCc3nnc(-c4ccccc4)o3)n2C)c1	-0.9	-0.1%	2.2%	4.5%	0.0%	61	3.0%	-15.8%	1.6%	-4.5%
44	Cc1cc(CC(C)C)n(-c2nc3ccccc3c(=O)n2OCC(=O)N(C)C)n1	0.0	-0.2%	-2.4%	5.7%	0.6%	60	0.6%	-1.8%	-3.6%	28.8%
45	COc1ccc(C(=O)CN2Cc3ccccc3C2=N)cc1	0.5	-0.3%	2.4%	-3.4%	0.6%	40	12.5%	-3.8%	-3.9%	15.6%
46	N#CCOc1ccc2oc(-c3ccco3)cc(=O)c2c1	2.3	0.6%	0.4%	-4.0%	/	51	/	-31.9%	-0.5%	-1.7%
47	COc1ccc(CNC(=O)N2CCc3ccccc3C2)cc1	0.8	-0.1%	0.9%	-1.6%	0.4%	48	4.0%	-5.5%	-4.0%	-2.8%
48	O=C(Nc1ccn(C2CC(OC(=O)c3ccccc3)C(CO)O2)c(=O)n1)c1ccccc1 (stereo not drawn)	-0.1	0.0%	14.1%	-2.2%	1.3%	38	11.2%	4.0%	-5.7%	10.5%
49	O=C1C=C(c2ccccc2)OC2(CCCC2)O1	-0.4	-0.4%	-0.6%	-6.6%	0.0%	85	12.1%	-37.1%	-14.8%	-49.3%
